Assay outcomes from PubChem.
PfM18AAP inh: blocks P. falciparum M18 aspartyl aminopeptidase; recombinant PfM18AAP, H-Glu-NHMec fluorogenic cleavage; inhibition, % at 7.35 µM; 1.2% of 290,000 active;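 active = inhibition above the campaign mean inhibition over all tested compounds plus 3 SD, cut at about 28% in these data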;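 note: 0% = plate median of test compound wells and 100% = 2 mM ZnCl2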
MEKK2 mut-MEK5: signal of MEK5 binding to mutant human MEKK2 PB1 domain. 0.35% of 290,000 active. percent response, % at 10 µM. bead flow cytometry, Alexa488-MEK5 binding to MEKK2 mutant; in the data active = percent response above about 24%, passing the limit was not always enough; note: inactives centre near 1; some results filed as inactive read as strong as hits; reference of the scale not given here
DNA FID counter: fluorescent intercalator displacement, NS3 helicase counter-screen. 0.17% of 290,000 active. DNA fluorescent intercalator displacement, fluorescence. inhibition, % at 7.9 µM. AID 1845; in the data active = inhibition above about 37%;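 note: 0% = vehicle and 100% = reference compound; higher means more ethidium bromide displaced from hairpin DNA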
MEKK2wt PB1 HTS: raises or lowers MEK5 binding to wildtype human MEKK2 PB1 domain | bead flow cytometry, Alexa488-MEK5 binding to MEKK2 WT; actives lie on both sides | binding response (% of control), % at 10 µM | 1.1% of 290,000 active | AID 1531; in the data active = binding response below about 67% or above about 130%
NALP1 yeast inh: NALP1 inhibition. 0.61% of 280,000 active. S. cerevisiae NALP1/ASC/caspase-1 growth, X-gal OD620, 72 h. inhibition, % at 10 µM; in the data active = inhibition mostly above about 24%, no sharp cut-off; inactive = mostly below about 32%; note: some compounds called inactive have numbers as strong as hits
OXTR agonist: agonists of human oxytocin receptor; P30559; CHO-OTR cells, Fluo-8 calcium fluorescence; normalized: DMSO 0%, oxytocin 100%; activation, % at 3 µM; 0.32% of 320,000 active; AID 2435;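 active = activation above the mean of all tested compounds plus 3 SD, cutoff set per screening run, cut at about 20% in these data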;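 note: peak over basal fluorescence ratio from a 100 s FLIPR kinetic read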
Target sequence (P30559 whole entry, looked up): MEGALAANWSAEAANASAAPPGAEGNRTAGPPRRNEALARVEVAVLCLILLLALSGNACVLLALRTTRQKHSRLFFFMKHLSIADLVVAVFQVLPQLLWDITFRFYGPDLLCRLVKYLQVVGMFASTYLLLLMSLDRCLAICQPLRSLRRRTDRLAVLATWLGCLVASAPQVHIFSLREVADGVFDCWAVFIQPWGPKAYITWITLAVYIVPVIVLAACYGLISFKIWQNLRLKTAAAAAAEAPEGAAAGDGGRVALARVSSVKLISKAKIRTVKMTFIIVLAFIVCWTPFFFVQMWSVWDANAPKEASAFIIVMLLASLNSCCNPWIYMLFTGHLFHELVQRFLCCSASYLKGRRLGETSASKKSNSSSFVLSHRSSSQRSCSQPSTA
GPR7 antagonist: antagonists of human GPR7 (neuropeptides B/W receptor 1). P48145. GPR7-expressing cells, fluorescence antagonist assay. inhibition, % at 4.4 µM. 1.1% of 290,000 active; in the data active = inhibition above about 16%, passing the limit was not always enough;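 note: cells stimulated with the agonist NPW; 0% = agonist with vehicle and 100% = vehicle without agonist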
Target sequence (P48145 whole entry, looked up): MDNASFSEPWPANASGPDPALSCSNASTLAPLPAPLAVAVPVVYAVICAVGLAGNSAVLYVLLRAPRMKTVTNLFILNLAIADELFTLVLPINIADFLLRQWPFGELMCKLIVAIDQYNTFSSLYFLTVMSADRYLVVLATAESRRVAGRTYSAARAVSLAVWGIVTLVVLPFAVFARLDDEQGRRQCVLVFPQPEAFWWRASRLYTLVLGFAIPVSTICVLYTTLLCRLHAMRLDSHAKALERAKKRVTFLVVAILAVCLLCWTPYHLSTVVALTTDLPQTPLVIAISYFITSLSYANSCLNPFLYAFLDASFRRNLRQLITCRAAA
PHOSPHO1 block: inhibitors of human PHOSPHO1 phosphatase. Q8TCT1. recombinant PHOSPHO1, absorbance phosphatase assay. inhibition, % at 13.3 µM. 1.1% of 290,000 active. AID 1565; in the data active = inhibition above about 60%
Target sequence (Q8TCT1 whole entry, looked up): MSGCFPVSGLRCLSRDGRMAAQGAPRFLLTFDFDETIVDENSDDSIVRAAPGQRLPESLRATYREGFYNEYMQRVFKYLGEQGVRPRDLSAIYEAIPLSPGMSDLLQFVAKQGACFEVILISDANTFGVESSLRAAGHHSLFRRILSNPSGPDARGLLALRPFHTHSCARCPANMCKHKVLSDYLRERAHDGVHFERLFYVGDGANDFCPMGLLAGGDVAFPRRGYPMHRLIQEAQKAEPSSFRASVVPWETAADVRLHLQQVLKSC
MEKK3 PB1 HTS: MEKK3-MEK5 PB1 interaction, increase or decrease | binding response (% of control), % at 10 µM | 1.4% of 290,000 active | bead-based flow cytometry, Alexa488-MEK5 binding to MEKK3; actives lie on both sides; 0 = blocked by unlabeled MEK5, 100 = vehicle;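 active = binding response more than 3 SD above or below the average of its plate-row segment, actives on both sides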;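 note: Alexa488 bead fluorescence after subtracting the streptavidin-only scavenger bead signal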
An asterisk follows results filed as active; . = no result given.

Start of the listing, in advance, four compounds:
SMILES	PfM18AAP inh	MEKK2 mut-MEK5	DNA FID counter	MEKK2wt PB1 HTS	NALP1 yeast inh	OXTR agonist	GPR7 antagonist	PHOSPHO1 block	MEKK3 PB1 HTS
O=C1C(Nc2ccc(O)cc2)=C/C(=N/S(=O)(=O)c2cccs2)c2ccccc21	4	-4	8	97	6	.	-23	48	101
Cc1cccc(N2CCN(c3nc4nonc4nc3N3CCSCC3)CC2)n1	2	-10	-5	88	-6	-2.0	-16	41	98
O=C(Cn1ncc2c(=O)oc3ccccc3c21)NCC1CCCO1 (stereo not given)	4	9	-2	108	19	-1.1	-5	-6	111
Cc1cc(C)c(S(=O)(=O)N2CCN(C(=O)C(C)Cn3cncn3)CC2)c(C)c1 (stereo not given)	0	5	-28	105	-21	0.1	6	27	106

The whole of this part (from the top)
SMILES	PfM18AAP inh	MEKK2 mut-MEK5	DNA FID counter	MEKK2wt PB1 HTS	NALP1 yeast inh	OXTR agonist	GPR7 antagonist	PHOSPHO1 block	MEKK3 PB1 HTS
O=C1C(Nc2ccc(O)cc2)=C/C(=N/S(=O)(=O)c2cccs2)c2ccccc21	4	-4	8	97	6	.	-23	48	101
Cc1cccc(N2CCN(c3nc4nonc4nc3N3CCSCC3)CC2)n1	2	-10	-5	88	-6	-2.0	-16	41	98
O=C(Cn1ncc2c(=O)oc3ccccc3c21)NCC1CCCO1 (stereo not given)	4	9	-2	108	19	-1.1	-5	-6	111
Cc1cc(C)c(S(=O)(=O)N2CCN(C(=O)C(C)Cn3cncn3)CC2)c(C)c1 (stereo not given)	0	5	-28	105	-21	0.1	6	27	106
COc1ccc(/C=N/n2c(=O)[nH]c3c([nH]c4ccc(F)cc43)c2=O)cc1CN1CCCCC1	3	0	1	105	2	-0.5	-9	34	101
CCC(CC)C(=O)Nc1cc(C(=O)OC)ccc1C(=O)OC	0	1	-19	113	28	-2.2	-10	-2	194*
CCOc1ccc(Nc2nc3ccccc3n3cnnc23)cc1	-2	13	-21	105	-2	-2.9	-23	24	106
CCOC(=O)CSc1nc2sc3c(c2c(=O)[nH]1)CC(C)(C)OC3	11	1	-8	105	13	-1.0	10	0	104
COc1cccc(C(=O)Nc2nc(-c3ccncc3)cs2)c1	3	-8	-17	91	1	-0.8	7	36	98
Cc1nc(CC(=O)N2CCN(c3cccc(C)c3C)CC2)cs1	-7	-11	-23	72	22	1.1	1	11	65
Cc1ccc(/C=N/N(C)C2=NS(=O)(=O)c3ccccc32)cc1	1	8	-18	106	3	-1.9	3	1	104
CCSc1nc2ccccc2c(=O)n1C1CCOC(C)(C)C1 (stereo not given)	-3	-5	-10	95	-4	-2.2	-6	-5	98
CCCOc1ccccc1C1CC(=O)NC2=C1C(=O)CCC2 (stereo not given)	-5	-2	2	105	-13	4.9	3	18	105
COc1ccc(CNC(=O)c2cnn3c(C(F)F)cc(C)nc23)cc1	-8	1	-23	102	-5	0.1	-3	-23	96
CCCCCCC(=O)N/N=C/Cc1ccccc1	1	2	-7	103	-3	-0.6	-6	-6	104
Cc1cccc2c1cnn2C(=O)CCC(=O)NCC(C)c1ccccc1 (stereo not given)	-6	1	-18	101	7	1.6	-7	15	104
CN(C)c1nc(N)nc(N(c2ccccc2)c2ccccc2)n1	-13	-7	-11	91	18	-1.0	-4	-9	93
CCCCc1c(O)nc(SCC(=O)N2CCOCC2)n(-c2ccccc2OC)c1=O	9	4	-14	98	3	0.2	-2	20	99
CCOC(=O)NC1(Nc2cccc(Cl)c2)Oc2ccccc2O1	52*	-6	3	76	10	0.0	0	-6	101
CCCNC(=O)c1cc2c3ccccc3n(C)c2s1	5	-2	-15	100	55	-1.1	2	3	101
O=C(COC(=O)c1c[nH]c(=O)[nH]c1=O)Nc1ccccc1Br	2	9	0	104	-12	0.4	-14	51	106
Cc1cccc(/C=N/n2c(C3CCCCC3)n[nH]c2=S)c1	13	4	-35	106	2	-0.9	-21	-29	104
CCOC(=O)c1ccc(NC(=O)c2nc[nH]c2C(=O)N2CCc3ccccc3C2)cc1	.	4	.	89	.	-0.5	.	39	93
COCCOC(=O)c1c(NC(=O)CNC2CCCc3ccccc32)sc(C(N)=O)c1C (stereo not given)	-2	-3	-2	98	14	-0.6	-16	-8	98
COc1ccccc1N1CCN(C(=O)c2cccc(NC3=NC4CS(=O)(=O)CC4S3)c2)CC1 (stereo not given)	3	1	-26	99	-12	-0.6	-9	12	103
Cc1ccc(NC(=O)C(=O)NCc2ccc(/C=N/NC(=O)c3c(C)nc4ccccn34)o2)cc1	2	7	-1	102	22	-1.9	-7	-7	103
COc1ccc(NC(=O)NNC(=O)c2ccc(-c3ccccc3)cc2)c(OC)c1	-7	0	-31	102	2	.	-18	28	101
O=C(N/C(=C\c1ccc(Br)cc1)C(=O)N1CCCC1)c1ccccc1F	-16	-4	-33	98	3	-0.8	-3	20	99
COc1ccc(CN(C)C(=O)C23CC4CC(CC(Cl)(C4)C2)C3)c(OC)c1OC	3	-2	-43	102	0	0.3	25*	2	107
CCOC(=O)[C@@H]1[C@H]2COc3ccc(Br)cc3[C@H]2N2C(=O)N(c3ccc(Cl)cc3)C(=O)[C@@]12C	4	-5	-8	98	14	-0.3	-13	-13	103
Cc1cccc(NCc2ccc(Br)cc2)n1	7	11	-4	111	10	-1.6	-23	18	105
COC(=O)Cc1c(C(=O)OC)nnn1-c1cccc(C(F)(F)F)c1	6	-10	-3	90	10	-0.3	7	16	95
COc1cc(S(=O)(=O)N2CCCCC2)ccc1NC=O	-8	.	3	.	6	0.2	-2	16	.
c1cncc(C(c2nnnn2C2CCCCC2)N2CCCCC2)c1 (stereo not given)	3	-6	-16	94	14	-1.2	4	15	106
Cc1cc(C)c(S(=O)(=O)c2ccccc2)c(OC(=O)c2c(Cl)cccc2Cl)n1	3	.	-5	.	-28	-1.2	-12	6	.
COc1cccc(C2c3c(oc4ccc(Cl)cc4c3=O)C(=O)N2c2cc(C)on2)c1OC (stereo not given)	1	1	0	99	-27	0.4	-8	-11	100
Cc1nc2ncnn2c(N2CCC(C(=O)NCC3CCCO3)CC2)c1Cc1ccccc1 (stereo not given)	-6	.	-9	.	.	0.6	3	.	.
COc1ccc(-n2nc3c(N4CCC(C(=O)NCc5ccccc5)CC4)nnc(C)c3c2C)cc1	-3	-1	14	104	10	-2.5	-6	54	100
CO/N=C(/CS(=O)c1ccc(Br)cc1)c1ccc(OC)cc1 (stereo not given)	-5	2	-19	102	12	-2.3	2	-5	106
COc1cccc(C(=O)NCC(=O)OCc2ccc(F)cc2Cl)c1	2	-2	-12	98	32	-1.8	7	-5	93
CCCNC(=O)N(C)c1nncnc1C(=O)NC	6	5	-3	99	14	0.9	-14	12	106
Cc1onc(-c2c(Cl)cccc2Cl)c1COC(=O)c1ccc([N+](=O)[O-])cc1	5	1	-4	101	5	-1.8	-11	30	104
C=CC#CC1(O)CC(C)N(C)CC1C (stereo not given)	6	0	-16	103	3	-0.1	0	-24	111
COC(=O)c1ccccc1NC(=O)CS(=O)(=O)Cc1nc(-c2ccc(C)cc2)oc1C	2	8	-5	104	34	-1.2	-6	0	109
Cc1ccc(-c2csc(NC(=O)CN3CC(C)OC(C)C3)n2)cc1 (stereo not given)	0	4	-28	103	-2	-1.9	3	29	101
CCOC(=O)c1ccc(NC(=S)N(CCCN2CCN(CC)CC2)Cc2cccs2)cc1	0	11	14	119	15	3.6	-7	28	104
CCOC(=O)c1c(NC(=O)COc2cccc3c2CCN(CC)C3=O)sc2c1CCC2	-1	-2	-4	97	14	-1.2	0	15	101
COc1cc(S(=O)(=O)N2CCC(C(N)=O)CC2)c(C)cc1C	2	2	-5	103	-4	-0.2	-9	-24	101
CC(C)c1ccc(N2C(=O)CC(Sc3ncccn3)C2=O)cc1 (stereo not given)	-3	12	-7	113	10	.	-11	30	112
CC(=O)Nc1ccc(S(=O)(=O)N(C#N)c2nc(N(C)C)nc(N(C)C)n2)cc1	2	-1	6	99	-1	0.0	-10	8	98
O=[N+]([O-])c1cc([N+](=O)[O-])c2c(=Nc3ccccc3)n(-c3ccccc3)n(O)c2c1	7	-2	13	95	-12	-2.8	5	11	96
CCOC(=O)CC(NC(=O)C(CC)c1ccccc1)c1ccccc1Cl (stereo not given)	7	-2	-17	100	10	-2.5	18	-1	98
O=C(/C=C/c1cccs1)N1CCCC1	4	4	-8	104	8	-1.5	-11	24	101
O=S(=O)(c1cccs1)N1CCC(CO)(Cc2ccc(Cl)cc2)CC1	2	-4	-17	100	3	6.7	8	5	95
C=CCNc1nc(Nc2ccccc2F)nc(OCC)n1	8	3	-9	104	8	-1.0	-4	-10	101
Nn1c(SCC(=O)NC2CCCCC2)nnc1C1CC1	1	1	5	93	8	0.9	15	-10	100
COc1cccc(C2=CC(c3cccc(OC)c3OC(F)F)n3nnnc3N2)c1 (stereo not given)	1	3	-8	98	10	0.2	-3	18	100
COc1cc2c(cc1OC)CN(c1ccc([N+](=O)[O-])cc1C#N)CC2	-5	20	0	113	14	0.0	4	-15	107
CC(C)COc1cccc(C(=O)NC(=S)NCc2cccnc2)c1	-1	11	-31	113	12	-1.7	-4	-4	99
COc1ccc2c(CC#N)c[nH]c2c1	0	.	2	.	19	-0.4	-7	11	.

Next part
SMILES	PfM18AAP inh	MEKK2 mut-MEK5	DNA FID counter	MEKK2wt PB1 HTS	NALP1 yeast inh	OXTR agonist	GPR7 antagonist	PHOSPHO1 block	MEKK3 PB1 HTS
S=C(NCC1CCCO1)Nc1cccc2ccccc12 (stereo not given)	1	2	-4	99	-8	-0.1	-9	39	100
COc1ccc(CC(NC(C)=O)C(=O)N2CCN(C(=O)N(C(C)C)C(C)C)CC2)cc1 (stereo not given)	-10	-8	-23	93	32	1.0	-3	0	90
Cc1ccc(C)c(NC(=O)CCC(=O)N/N=C/c2cccnc2)c1	5	-3	-17	101	16	.	-2	31	101
O=c1c2[nH]c3ccccc3c2ncn1Cc1ccncc1	4	-3	-5	95	2	-1.1	-10	12	101
COc1cccc(OC)c1C(=O)Nc1ccc(C)cc1C(=O)c1ccccc1	3	23	-33	106	37	-2.9	-9	1	102
CCOC(=O)c1c(/N=C/c2ccc(O)cc2O)sc2c1CCC2	10	0	-6	101	2	-1.5	-10	-1	96
Cc1ccccc1NC(=O)COc1ccc(S(=O)(=O)N2CCCC2)cc1C	2	-1	-10	95	-1	0.6	-13	25	100
Cc1ccc2[nH]c(=O)c(CN(Cc3nnnn3C3CCCC3)C3CCCCC3)cc2c1	-1	0	2	96	28	-1.4	-8	-19	106
CC(C)OCCCNC(=O)CN1C(=O)CC(C)(C)S(=O)(=O)c2ccccc21	3	-1	-6	97	-5	-0.5	-8	-9	98
Brc1cc2c(cc1CSc1ncccn1)OCO2	-4	3	-13	99	4	-1.3	-2	16	99
CCOC(=O)C1CCN(C(=O)COc2ccc(Cl)cc2)CC1	-3	1	-8	100	19	-0.3	4	35	103
CN(C)C1(CNC(=O)C2CCN(S(=O)(=O)c3cc(Cl)ccc3Cl)CC2)CCCCC1	6	3	17	105	14	0.8	0	30	99
CN(CCc1ccccn1)C(=O)CCC1CCCN(C(=O)CCOc2ccccc2)C1 (stereo not given)	5	-22	-36	67	3	-0.8	8	32	70
Cc1ccc(-n2nnnc2-c2cnc3cc4c(cc3c2C)OCO4)cc1	6	1	-9	97	8	2.2	11	-62	100
CCCCOC(=O)Cn1c(=O)c2c(nc3n2CCCCN3c2ccc(C)cc2)n(C)c1=O	-7	0	-16	93	-28	-2.7	0	5	96
Cc1cc(C)c(OCCCCN2CCC(C)CC2)c(Br)c1	-8	7	18	114	18	0.7	6	-23	103
Cc1nn(-c2cccc(C(F)(F)F)c2)c(Cl)c1/C=N/n1cnnc1	17	6	-25	105	5	0.2	-15	14	107
Cc1nc(CNC(=O)C2CCC(=O)N(Cc3cccc(F)c3)C2)sc1C (stereo not given)	6	-8	-29	90	12	0.1	8	38	96
